High-throughput results deposited in PubChem by Broad Institute.
SR-BI HDL uptake: inhibitors of SR-BI mediated HDL lipid uptake, primary screen, ldlA[mSR-BI] cells, fluorescence, single point | Scavenger receptor class B member 1 (Mus musculus), Q61009 | ldlA[mSR-BI] CHO cells, DiI-HDL uptake fluorescence, 3 h | inhibition, % at 12.5 µM | 320,000 compounds, 0.96% hits | AID 488896, 2010;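 active = mean replicate inhibition of at least 70% and a set share of replicates each scoring 70 or more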;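 note: 0% = median of neutral control wells and 100% = median of positive control wells; values of inactives mirror those of a sister screen read the other way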
Target sequence (Q61009 whole entry, looked up): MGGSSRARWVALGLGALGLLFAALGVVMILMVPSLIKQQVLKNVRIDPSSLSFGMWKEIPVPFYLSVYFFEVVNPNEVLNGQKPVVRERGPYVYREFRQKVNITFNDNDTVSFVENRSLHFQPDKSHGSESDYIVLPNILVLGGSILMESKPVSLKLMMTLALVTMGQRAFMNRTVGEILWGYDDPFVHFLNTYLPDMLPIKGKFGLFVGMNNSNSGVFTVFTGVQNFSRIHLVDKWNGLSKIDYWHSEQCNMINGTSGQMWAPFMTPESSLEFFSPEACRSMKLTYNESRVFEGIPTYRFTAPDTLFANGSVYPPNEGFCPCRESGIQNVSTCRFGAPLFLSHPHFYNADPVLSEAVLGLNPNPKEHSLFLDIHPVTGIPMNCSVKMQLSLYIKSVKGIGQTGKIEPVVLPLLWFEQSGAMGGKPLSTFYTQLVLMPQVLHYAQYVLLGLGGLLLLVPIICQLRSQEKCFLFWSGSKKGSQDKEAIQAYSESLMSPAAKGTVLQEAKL
PvdQ inh: P. aeruginosa PvdQ acylase inhibitors, primary screen, biochemical, fluorescence, plate reader and imaging, single point. PvdQ acylase [Pseudomonas aeruginosa LESB58]. inhibition, % at 10 µM. 340,000 compounds, 0.063% hits. purified PvdQ acylase; in the data active = inhibition above about 30%, passing the limit was not always enough;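 note: 0% = vehicle neutral wells and 100% = reference inhibitor wells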
PfHsp90 yeast 2: growth inhibition of PfHsp90-expressing yeast, primary screen, antimalarial PfHsp90 inhibitor project, S. cerevisiae, BacTiter-Glo luminescence, single point, set 2. BacTiter-Glo ATP, 48 h; yeast lacking PDR1 and PDR3 efflux regulators. inhibition, % at 9.4 µM. 310,000 compounds, 0.32% hits. AID 504621, 2011;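 active = every replicate shows inhibition above about 80%, whatever the replicate mean, limit read from the data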;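 note: 0% = DMSO neutral controls and 100% = 20 µM radicicol positive controls; yeast relying on Plasmodium falciparum Hsp90 in place of its own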
CAL PDZ FP-1: CAL PDZ peptide-binding inhibitors, primary screen, biochemical, fluorescence polarization, Cer-tagged CAL PDZ, HTS | Golgi-associated PDZ and coiled-coil motif-containing protein (Homo sapiens), Q9HD26 | purified CAL PDZ, TMR-peptide fluorescence polarization, 1 h | inhibition, % at 20 µM | 330,000 compounds, 0.02% hits | AID 504414, 2011;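 active = highest replicate inhibition of at least 40%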;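 note: plate controls were DMSO neutral control wells for no effect and unlabeled competitor peptide control wells for full effect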
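Control set: unlabelled peptide and DMSO controls / Material: purified CerCALP PDZ construct / Timing: 1 h incubation at room temperature before polarization reading / Doses: 20 µM, one dose / Detection: fluorescence polarization (mP)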
CAL PDZ FP-2: untagged CAL PDZ binding inhibitors, primary screen, biochemical, fluorescence polarization, HTS | purified CAL PDZ, TMR-peptide fluorescence polarization, 1 h | inhibition, % at 24.9 µM | 300,000 compounds, 0.92% hits | AID 602252, 2012 | Golgi-associated PDZ and coiled-coil motif-containing protein (Homo sapiens), Q9HD26;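 active = mean inhibition of at least 30% with at least half of replicates also reaching 30%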;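 note: 0% = DMSO neutral control and 100% = excess unlabeled competitor peptide PRC23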
dFosB activator: activators of delta FosB homodimer, primary screen, biochemical, fluorescence polarization, TAMRA-CDK5 oligo, single point. Protein FosB (Mus musculus), P13346. purified delta FosB; percent of positive-control signal above neutral wells. activation, % at 25 µM. 340,000 compounds, 0.99% hits. AID 493131, 2011;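 active = mean activation above about 17%, with every replicate also reaching it, limit read from the data, passing the limit was not always enough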;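 note: fluorescence polarization rise as delta FosB binds a TAMRA Cdk5 AP-1 oligo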
Target sequence (P13346 whole entry, looked up): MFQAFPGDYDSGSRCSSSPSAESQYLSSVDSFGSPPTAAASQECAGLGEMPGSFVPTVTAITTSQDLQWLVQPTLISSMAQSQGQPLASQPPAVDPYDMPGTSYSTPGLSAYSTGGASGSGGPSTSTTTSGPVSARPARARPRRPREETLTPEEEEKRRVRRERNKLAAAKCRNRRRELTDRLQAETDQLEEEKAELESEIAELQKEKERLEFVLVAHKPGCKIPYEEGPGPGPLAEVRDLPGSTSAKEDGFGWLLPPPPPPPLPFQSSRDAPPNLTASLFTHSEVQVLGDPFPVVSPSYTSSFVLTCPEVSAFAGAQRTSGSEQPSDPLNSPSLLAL
Rtt109 HAT inh: inhibitors of C. albicans Rtt109/Vps75 HAT, primary screen, biochemical, ThioGlo CoA-SH fluorescence, plate reader; Histone acetyltransferase RTT109 (Candida albicans (strain SC5314 / ATCC MYA-2876)), …; purified Rtt109/Vps75, 4 h; inhibition, % at 34.9 µM; 330,000 compounds, 0.16% hits;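 active = inhibition of at least 50% in every replicate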
NSD2 HMT inh: NSD2 histone methyltransferase inhibitors, primary screen, biochemical, AlphaScreen, single concentration, set 2; 310,000 compounds, 0.54% hits; NSD2 peptide methylation, 120 min; inhibition, % at 12.5 µM; in the data active = inhibition above about 50%
MITF act: activators of MITF-driven TRPM1 promoter reporter, primary screen, cell-based, SK-MEL-5, luciferase, single point; SK-MEL-5 TRPM1-promoter luciferase, 24 h; % of positive control, neutral wells = 0; 300,000 compounds, 0.75% hits; activation, % at 12.5 µM;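 active = mean activation of at least 80% with every replicate also reaching 80%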;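 note: 0% = neutral control wells and 100% = parthenolide positive control wells; values of inactives mirror those of a sister screen read the other way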
SR-BI DiI-HDL act: activators of SR-BI mediated DiI-HDL uptake, primary screen, ldlA[mSR-BI] CHO cells, DiI fluorescence | 3 h; 100 = double the neutral-control signal | activation, % at 12.5 µM | 320,000 compounds, 0.096% hits;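 active = mean replicate activation of at least 60% and every replicate at or above 60%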;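 note: 0% = median plate neutral-control signal and 100% = twice that signal; values of inactives mirror those of a sister screen read the other way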
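System: LDL receptor-deficient CHO ldlA cells overexpressing murine SR-BI | Timing: 3 h uptake period with compound, 37 °C | Medium: HEPES-buffered (25 mM, pH 7.4) F12 plus 0.5% BSA | Dosing: Single-point compound dose | Signal: Bottom-read fluorescence, 550/595 nm | Read-out: Retained DiI signal reflecting DiI-HDL uptake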
* = called active by the depositor.

O=C(Nc1ccc(F)cc1)c1cccc2ccccc12 was read as SR-BI HDL uptake 24, PvdQ inh -14, PfHsp90 yeast 2 -43, CAL PDZ FP-1 -0.2, CAL PDZ FP-2 -3, dFosB activator 0, Rtt109 HAT inh -6, NSD2 HMT inh 0 and SR-BI DiI-HDL act -24.
For O=C(Nc1ccccc1Cl)c1csc(-c2cccnc2)n1 the results were SR-BI HDL uptake 2, PvdQ inh 16, PfHsp90 yeast 2 -15, CAL PDZ FP-1 -0.5, dFosB activator -28, Rtt109 HAT inh 4, NSD2 HMT inh -2, MITF act 26 and SR-BI DiI-HDL act -2.
Screening CC(C(=O)NCc1ccccc1Cl)n1cc([N+](=O)[O-])cn1 (stereo unspecified) returned SR-BI HDL uptake -7, PvdQ inh -14, PfHsp90 yeast 2 -4, CAL PDZ FP-2 -1, dFosB activator 1, Rtt109 HAT inh 2, NSD2 HMT inh -2, MITF act -9 and SR-BI DiI-HDL act 7.
`CC1CCCCN1C(=O)C(=O)c1cn(CC(=O)N2CCCC2)c2ccccc12` (stereo unspecified) gave SR-BI HDL uptake -30, PvdQ inh 3, PfHsp90 yeast 2 10, CAL PDZ FP-1 -3.3, CAL PDZ FP-2 1, dFosB activator -8, Rtt109 HAT inh 35, NSD2 HMT inh -1, MITF act -8 and SR-BI DiI-HDL act 30.
Screening COc1ccc(CCNC(=O)c2ccc3c(c2)N(Cc2ccc(C)cc2)CCS3)cc1OC returned SR-BI HDL uptake 75*, PvdQ inh -4, PfHsp90 yeast 2 12, CAL PDZ FP-1 0.9, CAL PDZ FP-2 -4, dFosB activator -1, Rtt109 HAT inh -1, NSD2 HMT inh -2, MITF act -6 and SR-BI DiI-HDL act -75.
CCOc1cc([C@H]2[C@@H]3CCCC[C@]3(O)CCN2CC(=O)NCc2ccco2)ccc1O was read as SR-BI HDL uptake -10, PvdQ inh -5, CAL PDZ FP-1 -0.2, CAL PDZ FP-2 1, dFosB activator 1, Rtt109 HAT inh 14, NSD2 HMT inh 2, MITF act 1 and SR-BI DiI-HDL act 10.
For CC(C)Cc1ccc(C(C)C(=O)Nc2nccs2)cc1 (stereo unspecified) the results were SR-BI HDL uptake -1, PvdQ inh 6, PfHsp90 yeast 2 10, CAL PDZ FP-1 -0.1, CAL PDZ FP-2 3, dFosB activator 2, Rtt109 HAT inh -2, NSD2 HMT inh 2, MITF act 9 and SR-BI DiI-HDL act 1.
C=C1CCN([C@@H](C)C(=O)NCc2cc(OC)c(OC)c(OC)c2)S(=O)(=O)c2ccccc21 was read as SR-BI HDL uptake -3, PvdQ inh 0, PfHsp90 yeast 2 5, CAL PDZ FP-1 0.4, CAL PDZ FP-2 -2, dFosB activator 4, Rtt109 HAT inh 19, MITF act -2 and SR-BI DiI-HDL act 3.
CCCCn1c(NC(=O)C2CCCCC2)nc2ccccc21 was read as SR-BI HDL uptake 19, PvdQ inh 8, PfHsp90 yeast 2 -12, CAL PDZ FP-2 -4, dFosB activator -9, Rtt109 HAT inh 3, NSD2 HMT inh 17, MITF act -1 and SR-BI DiI-HDL act -19.
Screening COc1cccc(N2CCN(C3CCCC(C)C3)CC2)c1 (stereo unspecified) returned SR-BI HDL uptake -14, PvdQ inh -17, PfHsp90 yeast 2 -6, CAL PDZ FP-1 -1.3, dFosB activator -8, Rtt109 HAT inh -1, NSD2 HMT inh 7, MITF act 2 and SR-BI DiI-HDL act 14.
COc1ccc(Cl)cc1NC(=O)C1(c2cccs2)CCOCC1 was read as PvdQ inh -13, PfHsp90 yeast 2 -11, CAL PDZ FP-1 -2.0, CAL PDZ FP-2 1, dFosB activator -8, Rtt109 HAT inh -3, NSD2 HMT inh 2 and MITF act 1.
Screening Cc1ccc(S(=O)(=O)Nc2ccccn2)cc1[N+](=O)[O-] returned SR-BI HDL uptake -10, PvdQ inh -10, PfHsp90 yeast 2 -21, CAL PDZ FP-1 0.0, CAL PDZ FP-2 -4, dFosB activator -3, Rtt109 HAT inh -8, NSD2 HMT inh 0, MITF act 2 and SR-BI DiI-HDL act 10.
For COC(=O)c1sccc1NC(=O)Nc1ccccc1F the results were SR-BI HDL uptake 27, PvdQ inh -4, PfHsp90 yeast 2 -2, CAL PDZ FP-1 -3.0, CAL PDZ FP-2 2, dFosB activator -8, Rtt109 HAT inh 2, NSD2 HMT inh -2, MITF act 12 and SR-BI DiI-HDL act -15.
`COc1ccc(CN(C(=O)c2snc(C(N)=O)c2N)C(C(=O)NC(C)(C)C)c2ccco2)cc1` (stereo unspecified) gave SR-BI HDL uptake 8, PvdQ inh -7, CAL PDZ FP-1 -2.8, dFosB activator -8, Rtt109 HAT inh 0, NSD2 HMT inh 0, MITF act 12 and SR-BI DiI-HDL act -8.
Screening COc1cc2c(cc1OC)-c1cc(Nc3ccc(N(C)C)cc3)nc(=O)n1CC2 returned SR-BI HDL uptake -27, PvdQ inh -12, PfHsp90 yeast 2 4, CAL PDZ FP-1 2.2, dFosB activator -29, Rtt109 HAT inh 8, NSD2 HMT inh 16, MITF act 27 and SR-BI DiI-HDL act 27.
Cc1cc(C)n(C(=O)CNC(=O)Cc2ccccc2)n1 was read as SR-BI HDL uptake -22, PvdQ inh -15, PfHsp90 yeast 2 0, CAL PDZ FP-1 0.4, CAL PDZ FP-2 2, dFosB activator 0, Rtt109 HAT inh -3, NSD2 HMT inh -2, MITF act -6 and SR-BI DiI-HDL act 22.
For CC(=O)c1cccc(S(=O)(=O)Nc2c(C)nn(C)c2C)c1 the results were SR-BI HDL uptake -8, PvdQ inh 0, PfHsp90 yeast 2 -4, CAL PDZ FP-1 0.6, CAL PDZ FP-2 10, dFosB activator -6, Rtt109 HAT inh 1, NSD2 HMT inh -1, MITF act 9 and SR-BI DiI-HDL act 8.
`CC(C)[C@H](NC(=O)c1ccccc1)C(=O)OCC(=O)c1c(N)n(C)c(=O)n(C)c1=O` gave SR-BI HDL uptake 0, PvdQ inh -11, PfHsp90 yeast 2 -7, CAL PDZ FP-1 -0.8, CAL PDZ FP-2 -7, dFosB activator -3, Rtt109 HAT inh 0, NSD2 HMT inh -1, MITF act -4 and SR-BI DiI-HDL act 0.
`On1c(-c2ccccc2)nc2ccccc21` gave SR-BI HDL uptake 25, PvdQ inh -9, PfHsp90 yeast 2 13, CAL PDZ FP-1 0.4, CAL PDZ FP-2 0, dFosB activator 1, Rtt109 HAT inh -3, NSD2 HMT inh -2, MITF act 14 and SR-BI DiI-HDL act -25.
`COc1cccc(C(=O)NCC(=O)OCC(=O)C(C)(C)C)c1` gave SR-BI HDL uptake -7, PvdQ inh 6, PfHsp90 yeast 2 2, CAL PDZ FP-1 -1.3, CAL PDZ FP-2 -4, dFosB activator -10, Rtt109 HAT inh 8, NSD2 HMT inh -10, MITF act 13 and SR-BI DiI-HDL act 7.

Taken from above (2 entries):
`On1c(-c2ccccc2)nc2ccccc21` gave SR-BI HDL uptake 25, PvdQ inh -9, PfHsp90 yeast 2 13, CAL PDZ FP-1 0.4, CAL PDZ FP-2 0, dFosB activator 1, Rtt109 HAT inh -3, NSD2 HMT inh -2, MITF act 14 and SR-BI DiI-HDL act -25.
`COc1cccc(C(=O)NCC(=O)OCC(=O)C(C)(C)C)c1` gave SR-BI HDL uptake -7, PvdQ inh 6, PfHsp90 yeast 2 2, CAL PDZ FP-1 -1.3, CAL PDZ FP-2 -4, dFosB activator -10, Rtt109 HAT inh 8, NSD2 HMT inh -10, MITF act 13 and SR-BI DiI-HDL act 7.

(more compounds)
For CCOC(=O)c1oc2cc(O)cc(O)c2c(=O)c1OCc1ccccc1 the results were SR-BI HDL uptake -9, PvdQ inh -4, CAL PDZ FP-1 0.0, CAL PDZ FP-2 -5, dFosB activator 7, Rtt109 HAT inh 9, MITF act 29 and SR-BI DiI-HDL act 9.
O=S(=O)(Nc1ccc(-c2ccc3nncn3n2)cc1)c1ccccc1Cl was read as SR-BI HDL uptake 1, PvdQ inh -9, PfHsp90 yeast 2 -42, CAL PDZ FP-1 -3.8, CAL PDZ FP-2 -3, dFosB activator 5, NSD2 HMT inh 0, MITF act 0 and SR-BI DiI-HDL act -1.
`Cc1ccccc1C(=O)c1cccn1CC(=O)NCCN1CCN(c2cccc(C)c2C)CC1` gave SR-BI HDL uptake 23, PvdQ inh -10, PfHsp90 yeast 2 -10, CAL PDZ FP-1 -0.3, CAL PDZ FP-2 -3, dFosB activator 0, Rtt109 HAT inh 28, NSD2 HMT inh -4, MITF act -1 and SR-BI DiI-HDL act -23.
CC(NCC(O)COCCC12CC3CC(CC(C3)C1)C2)c1ccccc1 (stereo unspecified) was read as SR-BI HDL uptake -9, PvdQ inh -4, PfHsp90 yeast 2 1, CAL PDZ FP-1 -0.9, CAL PDZ FP-2 3, dFosB activator 12, Rtt109 HAT inh 27, NSD2 HMT inh 5, MITF act -55 and SR-BI DiI-HDL act 9.
`CN(C)S(=O)(=O)c1cccc(NC(=O)Cn2cc(C(F)(F)F)cc(Cl)c2=O)c1` gave SR-BI HDL uptake -13, PvdQ inh -6, PfHsp90 yeast 2 -8, CAL PDZ FP-1 0.4, CAL PDZ FP-2 0, dFosB activator -10, Rtt109 HAT inh -1, NSD2 HMT inh -1, MITF act 6 and SR-BI DiI-HDL act 13.
`CC(C)COc1ccc(C(=O)OCC(=O)N(C)CC(=O)Nc2ccc(F)cc2)cc1` gave PvdQ inh 1, PfHsp90 yeast 2 -24, CAL PDZ FP-1 -2.0, CAL PDZ FP-2 -5, dFosB activator -3, Rtt109 HAT inh -6, NSD2 HMT inh -3 and MITF act -4.
For COc1ccc(CNC(=O)CCC(=O)N2CCN(S(=O)(=O)c3cc([N+](=O)[O-])ccc3C)CC2)cc1 the results were SR-BI HDL uptake 13, PvdQ inh -13, PfHsp90 yeast 2 25, CAL PDZ FP-1 0.4, CAL PDZ FP-2 2, dFosB activator -3, Rtt109 HAT inh -1, NSD2 HMT inh -1, MITF act -7 and SR-BI DiI-HDL act -13.
`CCN(CC)S(=O)(=O)c1ccc(-c2nnco2)cc1` gave PvdQ inh -15, PfHsp90 yeast 2 -30, CAL PDZ FP-2 0, dFosB activator -5, Rtt109 HAT inh 0, NSD2 HMT inh -5 and MITF act -7.
